LDHA inh = inhibitors of human lactate dehydrogenase A; P00338; purified LDHA, NADH/diaphorase-resazurin fluorescence; active compounds read low; activity change, % (values are at about 110 or 230 µM); 480,000 compounds, 0.15% hits; in the data active = activity change below about -30%; inconclusive = mostly about -25% to -30%;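 also: plate controls were DMSO wells for no effect and wells without enzyme for full effect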
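Resorufin fluorescence (ex540/em590), read at 0 and 20 min after diaphorase/resazurin addition, reports the NADH left after a 5 min room-temperature reaction of 2 nM human LDH5 with 0.06 mM NADH and 0.2 mM pyruvate.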
Vif-APOBEC3F blk = inhibitors of Vif-A3F interaction; HeLa A3F-eYFP + Vif (tagged APOBEC3F with the HIV-1 protein that degrades it), YFP fluorescence increase; 390,000 compounds, 0.2% hits; AID 602313; Potency, µM (titrated, usually from 46.1 µM), for the others: top-dose activity, negative = active; also: potency is read from the fitted curve at half-maximal effect; % of control where 0% means no effect; nearly all actives have a fitted effect of over 65% in size
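Fluorescence increase (Ex 488/Em 500-530) after overnight compound treatment at 37 deg C flags inhibition of Vif-driven A3F-eYFP loss in stable HeLa A3F-eYFP/Vif cells seeded overnight beforehand.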
USP1 inh = USP1/UAF1 (human) deubiquitinase inhibition; Potency, µM (titrated, usually from 57.1 µM), inactives show at the top dose activity change, negative = inhibition, most hits filed as inhibitors; recombinant USP1/UAF1, Ub-Rhodamine cleavage fluorescence; 390,000 compounds, 0.23% hits; O94782; also: potency is read from the fitted curve at half-maximal effect; % is scaled to controls: 0 for no effect and ±100 for the full control effect; nearly all actives have a fitted effect of over 60% in size; inactives centre near -12
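1 nM enzyme complex + cpd, 15 min RT; start with Ub-Rho 150nM final; kinetic fluorescence ex 480/em 540, 6 reads q60 s. Buffer 50mM HEPES pH 7.8, 0.5mM EDTA, 0.1 mg/ml BSA, 1mM TCEP, 0.01% Tween-20.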
RGS4 inh = blocks human RGS4-accelerated GTP hydrolysis | P49798 | Transcreener GDP fluorescence polarization, RGS4-accelerated GTP hydrolysis | Potency, µM (top dose mostly 114 µM), without a hit: at the top dose activity change, negative = inhibition, most hits filed as inhibitors | 390,000 compounds, 0.039% hits; also: potency is read from the fitted curve at half-maximal effect; % is scaled to controls: 0 for no effect and ±100 for the full control effect; nearly all actives have a fitted effect of over 75% in size; some results filed as inactive show a strong effect at the top dose
Target sequence (P49798 whole entry, looked up): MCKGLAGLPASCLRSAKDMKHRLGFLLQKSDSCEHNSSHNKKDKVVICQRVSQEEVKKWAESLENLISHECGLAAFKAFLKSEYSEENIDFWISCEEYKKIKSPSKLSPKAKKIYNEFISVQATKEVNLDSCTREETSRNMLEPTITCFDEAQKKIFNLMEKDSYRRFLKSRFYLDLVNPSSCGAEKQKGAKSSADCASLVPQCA
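MLSMR compounds (23 nl, pin-transferred) preincubated 10 min at room temperature with a 500nM (2x) first reagent, then RGS4 at 900nM (2x) plus Transcreener GDP mix added; fluorescence polarization (620/688 nm) read before and after 90 min at 30 °C.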
GRP78 ERSR act = ER stress response induction in glioma. U87-MG GRP78 promoter luciferase reporter, 16 h. Potency, µM, for the others: at the highest dose activation, hits mostly activators. 420,000 compounds, 0.02% hits; also: potency is read from the fitted curve at half-maximal effect; series mostly up to about 76 µM; % of control where 0% means no effect; nearly all actives have a fitted effect of over 35% in size
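Stably transfected U87-MG human glioma cells carrying a GRP78-based luminescent sensor were seeded at 1000 cells/well, pin-dosed with compounds and incubated 16 h. Luciferase reagent was then added, and end-point luminescence was read after 10 min at room temperature.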
TrxR1 substrate = substrates of rat thioredoxin reductase 1; purified TrxR1 substrate turnover, NADPH consumption readout; Potency, µM (titrated, usually from 114 µM), inactives show at the top dose activity change, negative = substrate turnover; 390,000 compounds, 0.01% hits; also: potency is read from the fitted curve at half-maximal effect; % is scaled to controls: 0 for no effect and ±100 for the full control effect; nearly all actives have a fitted effect of over 50% in size
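Rat TrxR1, dispensed at 90 nM, was prereduced with 400 uM NADPH (final) for 5 min at ~22 deg C, then incubated with compound 15 min before 400 uM selenite. A first-read NADPH fluorescence drop versus no-compound background flagged substrates.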
mIDH1 inhibitor = inhibitors of human mutant IDH1 R132H | IDH1-R132H enzyme, NADPH consumption, diaphorase/resazurin fluorescence | Potency, µM (doses to about 76.6 µM), without a hit: at the highest dose activity change, negative = inhibition, usual class: inhibitors | 390,000 compounds, 0.093% hits | AID 602179; also: potency is read from the fitted curve at half-maximal effect; % is scaled to controls: 0 for no effect and ±100 for the full control effect; nearly all actives have a fitted effect of over 65% in size
Target sequence (O75874 whole entry R132H, stated change not applied): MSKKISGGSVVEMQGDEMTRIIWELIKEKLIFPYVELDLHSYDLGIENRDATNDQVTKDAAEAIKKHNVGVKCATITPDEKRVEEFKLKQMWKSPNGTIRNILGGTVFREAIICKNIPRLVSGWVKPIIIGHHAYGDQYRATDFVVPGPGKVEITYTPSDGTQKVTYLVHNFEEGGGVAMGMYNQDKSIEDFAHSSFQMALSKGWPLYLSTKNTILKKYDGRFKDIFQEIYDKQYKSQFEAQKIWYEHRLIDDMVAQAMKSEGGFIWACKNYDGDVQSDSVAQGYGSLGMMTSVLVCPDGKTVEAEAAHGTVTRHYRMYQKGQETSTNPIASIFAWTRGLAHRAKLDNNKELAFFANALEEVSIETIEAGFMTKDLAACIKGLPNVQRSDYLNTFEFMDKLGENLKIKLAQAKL
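IDH1-R132H (0.5 ug/mL) preincubated 30 min with compound, then NADPH (0.016 mM) and alpha-KG (2 mM) added; 80 min at RT, pH 7.5. Remaining NADPH coupled via diaphorase/resazurin to fluorescence (540/590 nm); concentration-response curves normalized to no-enzyme control.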
rTrxR1 inhibitor = inhibitors of rat thioredoxin reductase 1; recombinant rTrxR1, NADPH fluorescence consumption, selenite substrate; Potency, µM (doses to about 114 µM), for inactives: at the top dose activity change, negative = inhibition, actives largely listed as inhibitors; 390,000 compounds, 1% hits; AID 588453; O89049; also: potency is read from the fitted curve at half-maximal effect; % is scaled to controls: 0 for no effect and ±100 for the full control effect; nearly all actives have a fitted effect of over 65% in size
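Rat TrxR1 (90 nM in the dispensed reagent) was pre-reduced with 400 uM NADPH for 5 min at room temperature, then incubated with compound for 15 min. After 400 uM selenite was added, NADPH fluorescence (Ex 340/Em 450 nm) was followed for 8 min.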
Vif-A3G inh = Vif-A3G binding inhibition; Q9HC16; HeLa A3G-eYFP + Vif (tagged APOBEC3G with the HIV-1 protein that degrades it), YFP fluorescence, overnight; Potency, µM (doses to about 46.1 µM), for the others: top-dose activity, negative = active, most hits filed as inhibitors; 410,000 compounds, 0.076% hits; AID 602310;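 also: potency is read from the fitted curve at half-maximal effect; % is scaled to controls: 0 for no effect and ±100 for the full control effect; nearly all actives have a fitted effect of over 60% in size; hits raise eYFP signal because A3G escapes Vif-driven loss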
Target sequence (Q9HC16 whole entry, looked up): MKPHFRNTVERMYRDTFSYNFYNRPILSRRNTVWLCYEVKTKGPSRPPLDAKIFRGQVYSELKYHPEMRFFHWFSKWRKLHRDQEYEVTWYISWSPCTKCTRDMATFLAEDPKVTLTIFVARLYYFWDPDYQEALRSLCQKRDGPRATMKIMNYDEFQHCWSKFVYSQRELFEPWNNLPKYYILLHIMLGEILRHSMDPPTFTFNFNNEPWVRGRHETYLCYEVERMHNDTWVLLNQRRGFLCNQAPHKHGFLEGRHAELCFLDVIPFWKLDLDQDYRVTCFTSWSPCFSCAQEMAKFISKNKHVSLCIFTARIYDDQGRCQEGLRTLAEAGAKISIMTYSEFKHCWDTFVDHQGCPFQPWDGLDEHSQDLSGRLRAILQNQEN
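HeLa cells stably expressing Vif and C-terminally eYFP-tagged A3G, seeded overnight at 37 deg C, then exposed to compound by pintool overnight at 37 deg C. Rise in yellow fluorescence (Ex 488/Em 500-530, Acumen) marks blocked Vif-driven A3G degradation.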
Numbers without * were called inactive; ? = inconclusive; . = no result given; [ ] = dose if it differs, or a comment. Unless noted, calls follow the shape of the dose curve; as a rule, active = well fitted curve in the direction sought with a large enough effect; inconclusive = small, poorly fitted or top-dose-only effect, or another doubt; inactive = no such curve, though single readings can be large; an effect the other way counts as inactive or inconclusive. Not all compounds are listed. The share of hits here may be higher or lower than overall.

no.	Structure	LDHA inh	Vif-APOBEC3F blk	USP1 inh	RGS4 inh	GRP78 ERSR act	TrxR1 substrate	mIDH1 inhibitor	rTrxR1 inhibitor	Vif-A3G inh
1	COc1cc(/C=N/Nc2ccccn2)cc(OC)c1O	30	15%	-18%	-23%	2%	-10%[57.1 µM]	13%	26%[57.1 µM]	-1%
2	COc1ccc(Cl)cc1N1C(=O)C2CCCN2C1c1ccc(F)cc1 (stereo not given)	-2	-2%	-16%	-2%	-4%	7%	11%	43%[activator]	-2%
3	CCN(CC(=O)Nc1ccc(NC(C)=O)cc1)C(=O)/C=C/c1ccco1	-4	4%	-15%	-7%	-3%	-4%	8%	-2%	-1%
4	O=C(c1ccccc1F)N1CCN(c2ccccc2F)CC1	-13	.	-6%	-49%	-2%	-2%	-2%	7%	1%
5	CC(C)CCNC(=O)Cc1ccc(Nc2nc(=S)[nH]c3ccccc23)cc1	-16	-18%	-18%	3%	4%	-7%	-14%	-10%[57.1 µM]	-6%
6	O=C(CN1C(=O)C2CC=CCC2C1=O)Nc1ccc(F)c(Cl)c1 (stereo not given)	-2	-10%	-10%	.	1%	.	7%	.	1%
7	COc1ccc(C(=O)Nc2ccc(F)cc2F)cc1	-13	-10%	?	29%	5%	10%	1%	11%	-3%
8	C/C(=N\OC(=O)c1cccc(Cl)c1)c1sc(C)nc1C	-8	1%	-9%	-41%	-4%	5%[57.1 µM]	2%	6%[57.1 µM]	2%
9	CN(C1CCCCC1)S(=O)(=O)c1cn(C)c(=O)n(C)c1=O	-3	4%	-11%	-6%	-3%	-7%	0%	11%	-3%
10	COc1ccc([C@H]2CC(=O)C=C(c3cccc(OC)c3)C2)cc1	-2	2%	-32%	19%	-3%	3%[57.1 µM]	-4%	5%[57.1 µM]	-4%
11	CCOc1ccc(CCNC(=O)C2CCCN(S(=O)(=O)N3CC(C)CC(C)C3)C2)cc1OCC (stereo not given)	0	-6%	-27%	-5%	-8%	1%	-8%	15%	-1%
12	Cc1[nH]n(-c2ccccc2)c(=O)c1/C=N/N1C(=O)c2cccc3cccc(c23)C1=O	-1	-7%	-9%	?	10%	0%[57.1 µM]	1%	12%[57.1 µM]	1%
13	Cn1c(=O)oc2cc(S(=O)(=O)N3CCCC(C(=O)N4CCc5ccccc5C4)C3)ccc21 (stereo not given)	-1	0%	-15%	3%	2%	-4%	-1%	15%	2%
14	O=C(COC(=O)C1CC2C=CC1C2)Nc1ccccc1[N+](=O)[O-] (stereo not given)	-1	4%	-22%	-1%	2%	-9%	4%	-12%	-3%
15	Cc1ccsc1/C=C1/SC(=O)N(CC(=O)N2CCCC2)C1=O	0	-1%	-13%	17%	3%	-12%	-2%	-2%	0%
16	Cc1ccc(CN2CCN(Cc3ccc4cc(F)ccc4n3)CC2CCO)o1 (stereo not given)	0	1%	-9%	16%	-4%	2%	0%	11%	-1%
17	N#C/C(=C\c1ccc(N2CCCCC2)o1)C(N)=O	4	?	?	-17%	4%	-4%[57.1 µM]	0%	-6%[57.1 µM]	?
18	NC(=O)C1CCN(C(=O)c2cccc(NC(=O)c3nsc4ccccc34)c2)CC1	-14	-7%	-12%	19%	-2%	5%[57.1 µM]	0%	32%[57.1 µM]	-5%
19	CC(C)C(OC(=O)C1=Cc2ccccc2OC1)C(=O)NCC1CCCO1 (stereo not given)	-9	-3%	-25%	-41%	1%	-11%	1%	-31%	0%
20	CCOC(=O)c1c(NC(=O)Cc2cccs2)sc(C(=O)N2CCCCC2)c1C	-2	-20%	-17%	-6%	-3%	1%	9%	1%	1%
21	Cc1[nH]c2ccc(F)cc2c1CCN(Cc1ccncc1)C(=S)Nc1ccccc1	-1	-1%	-3%	5%	-7%	-13%	-3%	9%[57.1 µM]	0%
22	Cc1ccc(N(C)C(=O)C2CCN(S(=O)(=O)c3ccc4c(c3)CCCN4C(=O)C3CCC3)CC2)cc1	0	3%	-23%	-18%	-2%	9%[57.1 µM]	6%	34%[57.1 µM]	-4%
23	CCn1c(-c2ccncc2)n[nH]c1=S	-6	2%	-12%	-10%	-5%	4%	1%	-16%[57.1 µM]	-3%
24	CCOc1ccccc1C(=O)Nc1c[nH]c(=O)[nH]c1=O	-6	16%	-17%	-16%	-2%	-2%	-20%	3%	5%
25	Cc1ccccc1N/C=C/C(=C(C#N)C#N)N(C)C	-2	-1%	?	-3%	-4%	8%[57.1 µM]	1%	8%	-1%
26	CC(C)C(=O)Nc1ccc2c(c1)C(=O)N(CCC(=O)O)C2=O	0	3%	7%	-5%	2%	166%[activator]	0%	29%	3%
27	CCOC(=O)C1CN(S(=O)(=O)c2cccs2)c2ccc(CC(=O)OC)cc2O1 (stereo not given)	-2	1%	-21%	38%	1%	-2%	-2%	6%	-1%
28	CS(=O)(=O)N1CCN(c2nc(-c3ccccc3)cs2)CC1	-2	-2%	-5%	35%	8%	-3%	-1%	8%	-1%
29	NC(=O)c1ccc[n+](CC(=O)Nc2ccccc2C(=O)O)c1	-2	-2%	-14%	-27%[56.9 µM]	-3%	2%	-4%	15%	-5%
30	Cc1ccc(C(=O)Nc2cc(=O)n(C)c(=O)n2C)cc1C	-6	-5%	-28%	0%	-3%	8%	2%	39%[activator]	3%
31	CCOC(=O)C1CCN(C(=O)Nc2ccc3snnc3c2)CC1	1	1%	-2%	12%	-9%	-7%	12%	-12%	-5%
32	Cc1nn(-c2ccc(Cl)cc2)c2sc(C(=O)N3CCN(c4ccccn4)CC3)cc12	-3	.	-22%	6%	-5%	5%[2.29 µM]	1%	1%	1%
33	COc1ccc(O)c(C(=O)c2cc(C#N)c(=O)n(CCN3CCOCC3)c2)c1	-4	1%	-28%	-3%	-2%	-5%	4%	-2%	-6%
34	O=C1CC(c2ccccc2Cl)CC(O)=C1C=Nc1ccccc1 (stereo not given)	0	-8%	-14%	-11%	3%	0%[57.1 µM]	5%	?	-2%
35	CC1(C)CC(=O)N(c2cc(Cl)ccc2Cl)C(=O)C1	-3	3%	-13%	26%	-2%	0%	2%	23%	1%
36	COc1ccccc1N1CCN(CCCNC(=O)c2nnc(Cc3ccc(F)cc3Cl)o2)CC1	-2	-3%	8%	7%	-3%	5%	-13%	10%	4%
37	O=C(NCCCN1CCCC1=O)c1cccc(S(=O)(=O)NCc2ccccc2)c1	-4	-9%	-18%	6%	-6%	4%	2%	14%	0%
38	CC(=O)NC(CCc1ccc(Cl)c(Cl)c1)c1cccc(O)c(=O)c1 (stereo not given)	11	-5%	-20%	.	-6%	.	7%	.	-20%
39	CC(=O)Nc1ccc(N2C(=O)CSC2c2ccc([N+](=O)[O-])cc2)cc1 (stereo not given)	-4	-27%	-15%	-10%	-4%	6%	7%	23%	0%
40	CC1CCCC(NC(=O)CSc2nnnn2C)C1C (stereo not given)	0	1%	-32%	3%	-4%	0%	-1%	9%	-1%
41	O=C(NCc1ccccn1)c1cc(-c2ccc(Cl)cc2)nc2ccccc12	-3	-8%	-19%	-5%	2%	9%	1%	15%	-5%
42	COc1cc([N+](=O)[O-])ccc1-c1ccc(/C=N/NC(N)=O)o1	-6	?	-7%	2%	1%	-3%	-1%	14%	-12%
43	CC(CO)NCC12CC3CC(CC(C3)C1)C2 (stereo not given)	0	3%	-15%	-13%	0%	11%[57.1 µM]	5%	18%[57.1 µM]	0%
44	O=C(NCCc1ccc(Cl)cc1)C(=O)NCC(c1ccc2c(c1)OCO2)N1CCOCC1 (stereo not given)	-2	8%	-7%	-26%	-3%	7%[57.1 µM]	2%	25%[57.1 µM]	4%
45	Cc1ccc(-c2nc(CN(C)Cc3ccc4nccnc4c3)c(C)o2)s1	-4	-3%	-12%	9%[56.9 µM]	-4%	-5%	-2%	-15%	0%
46	O=S(=O)(c1cccs1)N1CCN(c2ccccc2)CC1	-3	-19%	-21%	-12%	-4%	12%	5%	30%	2%
47	O=C1N(CN2CCN(c3cccc(Cl)c3)CC2)c2ccccc2C12OCCCO2	-2	1%	-10%	-21%	-2%	5%	2%	-26%	-3%
48	CCOC(=O)C1CCCN(C(=S)Nc2ccc(OC)cc2)C1 (stereo not given)	1	0%	-26%	6%	-2%	3%	-4%	6%	-3%
49	O=C(CCS(=O)(=O)c1nc(-c2cccs2)cc(C(F)(F)F)n1)Nc1cc(Br)ccc1O	2	1%	-4%	?	-11%	35%	0%	14µM*	-10%
50	CCc1ccc(OCC(=O)N/N=C/c2cc([N+](=O)[O-])ccc2N2CCCCCC2)cc1	2	-2%	-21%	-13%	-3%	4%[57.1 µM]	4%	10%[57.1 µM]	2%

Complete entries from above. Screens in order: LDHA inh	Vif-APOBEC3F blk	USP1 inh	RGS4 inh	GRP78 ERSR act	TrxR1 substrate	mIDH1 inhibitor	rTrxR1 inhibitor	Vif-A3G inh
COc1ccc(Cl)cc1N1C(=O)C2CCCN2C1c1ccc(F)cc1 (stereo not given) is listed as -2	-2%	-16%	-2%	-4%	7%	11%	43%[activator]	-2%
O=C(NCc1ccccn1)c1cc(-c2ccc(Cl)cc2)nc2ccccc12 is listed as -3	-8%	-19%	-5%	2%	9%	1%	15%	-5%

Bioassay records as filed in PubChem BioAssay.
